Source: PubChem BioAssay (Sanford-Burnham Center for Chemical Genomics)
H9c2 TAG inh = triacylglycerol accumulation inhibition; inhibition, % at 12.5 µM; H9c2 cells, Nile Red lipid (TAG) fluorescence; cells loaded with 200 µM oleic acid; 230,000 tested, 0.66% active; AID 651582;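 active = pattern-corrected inhibition of lipid staining of at least 50% with the nuclear-stain viability signal not falling by more than 50%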;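 note: 0% = DMSO wells and 100% = triacsin C control wells; some results filed as inactive read as strong as hits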
H9c2 TAG inh DAPI viability = recorded beside H9c2 TAG inh, whose call it bears; DAPI nuclei signal change (viability), lower = more cytotoxic, %;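 whole-well DAPI fluorescence read on a plate reader as a viability signal; minus 50 percent equals half of cells still viable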
The depositor's hits bear a star.

Values run as follows: H9c2 TAG inh	H9c2 TAG inh DAPI viability
1	COc1ccc2[nH]c(=O)c(CN(Cc3cccs3)Cc3nnnn3Cc3ccccc3)cc2c1
    -11	-3
2	Cc1ccc2nc3sc(C(=O)N4CCOCC4)c(N)c3cc2c1
    12	0
3	Brc1ccc(-c2n(-c3ccccn3)c3ccccc3[n+]2-c2ccccn2)cc1
    -9	10
4	COc1cccc(-c2cccc(NC(=O)C3CCN(Cc4cnn(C)c4)CC3)c2)c1
    24	3
5	Cc1nn(Cc2ccccc2)c(C)c1NC(=O)CSc1nc(-c2ccccc2)nc2c1cnn2-c1ccccc1
    16	18
6	CCN1C(=O)[C@H]2[C@H]3CN=C(SCc4ccc(C#N)cc4)N3[C@@](CC)(C(=O)OC)[C@H]2C1=O
    -1	7
7	COc1ccc(COC(=O)C2=C(C)NC(=O)NC2c2ccccc2OC(C)C)cc1 (centres undefined)
    1	6
8	COc1cccc(NC(=O)CN(C)C(=O)CCN2C(=O)C3CC=CCC3C2=O)c1 (centres undefined)
    -7	4
9	Cc1c(CCO)c(=O)n(-c2ccccc2)n1S(=O)(=O)c1ccc([N+](=O)[O-])cc1
    8	-13
10	CC(C)(C)OC(=O)N1CCC(NC(=O)c2[nH]cnc2C(=O)Nc2ccccc2F)CC1
    4	-1
11	CC(=O)c1nnn(-c2ccc(F)cc2F)c1C
    0	2
12	Cc1c(NC(=O)CSc2nnc(-c3ccco3)n2-c2ccccc2)c(=O)n(-c2ccccc2)n1C
    7	-10
13	C/C(=N\OCC(=O)OCC(=O)NC(=O)c1ccccc1)c1ccc2c(c1)OCO2
    -7	3
14	Clc1ccc(Cn2cc(/C=N/n3cnnc3)c3ccccc32)c(Cl)c1
    -7	5
15	COc1cc(C(=O)OCCc2c(C)nc3nc[nH]n3c2=O)cc(OC)c1OC
    13	-1
16	COC(=O)c1cccc(-c2noc(-c3ccccc3F)n2)c1
    -13	6
17	Cc1ccc(NC(=O)CCN2CCN(CCO)CC2)cc1
    -1	6
18	CCc1[nH]nc2c1C(Cc1ccccc1)C(C#N)=C(N)O2 (centres undefined)
    4	8
19	Cc1ccc([C@H]2C[C@@H](O)[C@H](n3cc(-c4ccc(F)cc4)nn3)CN2C(=O)C2CCCCC2)cc1
    -3	-3
20	Cc1cc(OCC(=O)OCC(=O)NCCN2C(=O)CSC2=O)ccc1Cl
    3	-7
21	O=c1c2sccc2nc(SCc2cc(=O)n3cc(Cl)ccc3n2)n1Cc1ccccn1
    -3	2
22	CC(C)(C)OC(=O)N1CCC[C@H]1c1nnc(SCC(=O)Nc2cccc(Cl)c2)o1
    -1	-4
23	COc1ccc(CNC(=O)C2Cc3c(-c4ccccc4Oc4ccccc4)ccnc3O2)cc1OC (centres undefined)
    19	-1
24	O=C1COc2ccc(C(=O)COC(=O)c3ccc(F)cc3Cl)cc2N1
    -16	8
25	Cc1cc(C)n(-c2ccc(C(=O)N3CCN(S(=O)(=O)c4ccc(Br)cc4Cl)CC3)cc2)n1
    0	-14
26	O=c1c([N+](=O)[O-])cn(Cc2ccccc2)c(=O)n1Cc1ccccc1
    18	8
27	O=c1[nH]c2cc(Cl)ccc2n(CCNc2ncc(C(F)(F)F)cc2Cl)c1=O
    -1	2
28	O=C(CN1C(=O)NC2(CCCCCC2)C1=O)Nc1cccc(F)c1
    9	1
29	CCCS(=O)(=O)N1CCC(C(=O)NCCCOC)CC1
    -5	2
30	O=C(CN1C(=O)NC2(CCCCCCC2)C1=O)N1CCN(C(=O)c2ccco2)CC1
    -5	3
31	Cc1ccc(C(=O)NNC(=O)Cn2nnc3ccccc32)cc1
    -3	-6
32	O=S(=O)(c1ccc(F)cc1)N1CC2CCCN2c2ccc(C(F)(F)F)cc21 (centres undefined)
    -2	-6
33	NCCc1nnc(SCc2ccccc2Cl)o1
    -9	1
34	CCN1C(=O)c2cccc3c(S(=O)(=O)NCCCN4CCOCC4)ccc1c23
    25	11
35	O=C(c1ccc(S(=O)(=O)Nc2ccccc2F)cc1)N1CCC1
    6	4
36	O=C(CCS(=O)(=O)c1ccccc1Cl)Nc1ccc(S(=O)(=O)Nc2ncccn2)cc1
    -1	-1
37	COc1ccc2oc(=O)c(C(=O)NCc3ccco3)cc2c1
    1	1
38	O=C(CSc1ccc(Br)cc1)Nc1cccc(S(=O)(=O)N2CCOCC2)c1
    -6	5
39	CC(C)=CCN1CCN(Cc2cc(C(C)C)n[nH]2)CC1CCO (centres undefined)
    8	-2
40	COCCNc1nc(Oc2ccc(NC(C)=O)cc2)c2sc(-c3ccccc3)cc2n1
    26	0
41	CC1(C)CC(N2CCOCC2)=CC(=[N+]2CCOCC2)C1
    0	15
42	COc1ccc(C(C)=O)c(OCC(=O)NCCC2=CCCCC2)c1
    -1	-7
43	N#Cc1c(-c2ccccc2)nc(-c2ccccc2)[nH]c1=O
    -8	9
44	COc1cccc(C2N(c3cccc(Cl)c3)C(=O)C3CCCN32)c1OC (centres undefined)
    -3	10
45	COc1ccc2[nH]c(=O)c(C(c3nnnn3CC3CCCO3)N3CCCCC3)cc2c1 (centres undefined)
    -4	5
46	CCOC(=O)C1(C)Oc2ccc(S(=O)(=O)CC)cc2NC1=O (centres undefined)
    -48	-7
47	CNC(=O)CSc1nnc(-c2ccccc2)n1C
    -2	6
48	CCC(C)(C(=O)NC1CCCC1)N(C)C(=O)c1ccccn1 (centres undefined)
    2	-8
49	COc1cc(-n2nnnc2SCC(=O)N2CCN(c3ccc(F)cc3)CC2)c(OC)cc1Cl
    -53	-10
50	CCn1c(CCNC(=O)c2ccc(OC)cc2)nnc1SCC(=O)Nc1ccccc1F
    7	-4
51	CC1CCCCC1NC(=O)NC(=O)COC(=O)c1nccnc1N (centres undefined)
    15	6
52	O=C(N/C(=C\c1cccnc1)c1nc2ccccc2[nH]1)c1cccc(Br)c1
    8	-10
53	Clc1ccc(-c2cc(COc3ccc4ccccc4c3)no2)cc1
    4	-14
54	O=C(c1ccc(O)c(Br)c1)c1cc(Br)ccc1O
    12	5
55	CSCC[C@H](NC(=O)OC(C)(C)C)C(=O)N/N=C/c1cccc2cccnc12
    24	-3
56	Cc1ccc(CCN2C(=O)CCC2(C)C(=O)NC2CCCC2)cc1 (centres undefined)
    -11	3
57	CCN(CC)c1ccc(NS(=O)(=O)c2ccc3c(c2)oc(=O)n3C)c(C)c1
    -15	3
58	N#Cc1c(-c2ccc(Cl)cc2)ccn2nc(C3CCCCC3)nc12
    13	25
59	CCOc1ccc2nc(NCCNC(=O)Nc3ccccc3)c(C#N)cc2c1
    22	11
60	c1ccc2c(c1)ccc1[nH]c3c(c12)CCCC3
    4	14

New compounds follow.
Values run as follows: H9c2 TAG inh	H9c2 TAG inh DAPI viability
61	c1ccc(N2CCN(Cc3cnc(N4CCOCC4)s3)CC2)cc1
    -1	2
62	CC(C)NC(=O)c1n[nH]c(=O)c2ccccc12
    -10	-5
63	O=C(CSc1nc2c(cnn2-c2ccccc2)c(=O)[nH]1)N1CCOCC1
    1	12
64	Cc1ccc(CNS(=O)(=O)c2cc3c(cc2C)N(C)CCO3)cc1
    -4	1
65	C[C@@H]1CN([C@@H](C)CO)C(=O)c2cc(C#Cc3ccccc3)cnc2O[C@@H]1CN(C)Cc1ccccn1
    22	6
66	COc1ccc(/C=C/C(=O)N2CCCC2)cc1OC
    2	0
67	CC(C)(C)c1cccc(C2(O)C(=O)c3ccccc3C2=O)c1O
    -15	-4
68	O=C(COc1cccnc1[N+](=O)[O-])N1CCc2ccccc2C1
    -20	19
69	C[C@@]12C(=O)Nc3ccc(Cl)cc3C(=O)N1[C@H]1c3ccccc3OC[C@@H]1[C@@H]2c1ccccc1
    15	-9
70	CC1(C)CC(=O)c2sc(NC(=O)C(C)(C)C)nc2C1
    11	21
71	Cc1ccc(C(C2=C(O)CC(C)(C)CC2=O)C2C(=O)CC(C)(C)CC2=O)s1 (centres undefined)
    -2	15
72	COc1cccc2c(SCC(=O)N/N=C/c3ccc(O)cc3O)cc(C)nc12
    -18	-22
73	CCN(C(=O)COC(=O)c1ccc(=O)n(Cc2ccccc2)n1)C1CCS(=O)(=O)C1 (centres undefined)
    1	-5
74	Cc1ccc(S(=O)(=O)N2CCCC2CNC(=O)C(=O)Nc2ccc(F)cc2F)cc1 (centres undefined)
    0	-6
75	Oc1ccc(C[C@H]2CNCCN2CC2CCCCC2)cc1
    12	1
76	Cc1cc(Nc2ccc(C)c(C)c2)n2ncnc2n1
    11	-5
77	O=C(N/N=C/c1ccc(Cl)cc1)Nc1ccccc1
    4	4
78	COC(=O)C1=C(C)N(C)C(C)=C(C(=O)OC)C1c1ccc(Cl)cc1
    4	8
79	CCN1CCN(c2ccc(NC(=O)c3cc4ccccc4cc3OC)cc2C)CC1
    4	11
80	Cc1cc(C)n2nc(C(=O)NNC(=O)c3ccc(Cl)cc3)nc2n1
    0	-1
81	O=C(NNc1ccccc1F)c1ccccc1
    -4	-1
82	CCOC(=O)/C(C#N)=C/C1=C(N2CCOCC2)CC(C)(C)OC1
    -14	42
83	CC(C)c1ccc(NC(=O)COC(=O)[C@@H]2CCCN2C(=O)c2cccs2)cc1
    -10	0
84	CCN1C(=O)[C@H]2[C@@H](c3ccc(C)cc3)N3C(=O)N(c4ccc(C(F)(F)F)cc4)C(=O)[C@@]3(CC)[C@H]2C1=O
    12	6
85	COc1cc(/C=C/c2ccccc2)cc(OC)c1
    -1	8
86	COc1cc(NC(=O)C(Cc2ccccc2)n2cccc2)cc(OC)c1 (centres undefined)
    -13	-6
87	CCC1=C(OC(=O)N(CC)CC)N2C(=O)OC(=NCCc3c[nH]c4ccccc34)[C@]2(Cc2ccccc2)[C@H]2C1=CC[C@H]1C(=O)N(C)C(=O)[C@H]12
    47	-3
88	CCC1C(=O)Nc2ccccc2N1C(=O)COc1ccccc1 (centres undefined)
    -19	10
89	CC(C)c1ccc(NC(=O)C2CCCN(S(=O)(=O)c3ccc4c(c3)C(C)(C)C(=O)N4C)C2)cc1 (centres undefined)
    21	-16
90	CC(=O)Oc1cccc(/C=c2\sc3nc(-c4ccco4)nn3c2=O)c1
    4	-8

Ordered by length of the SMILES (falling): part of the list above
Values run as follows: H9c2 TAG inh	H9c2 TAG inh DAPI viability
87	CCC1=C(OC(=O)N(CC)CC)N2C(=O)OC(=NCCc3c[nH]c4ccccc34)[C@]2(Cc2ccccc2)[C@H]2C1=CC[C@H]1C(=O)N(C)C(=O)[C@H]12
    47	-3
84	CCN1C(=O)[C@H]2[C@@H](c3ccc(C)cc3)N3C(=O)N(c4ccc(C(F)(F)F)cc4)C(=O)[C@@]3(CC)[C@H]2C1=O
    12	6
65	C[C@@H]1CN([C@@H](C)CO)C(=O)c2cc(C#Cc3ccccc3)cnc2O[C@@H]1CN(C)Cc1ccccn1
    22	6
89	CC(C)c1ccc(NC(=O)C2CCCN(S(=O)(=O)c3ccc4c(c3)C(C)(C)C(=O)N4C)C2)cc1 (centres undefined)
    21	-16
71	Cc1ccc(C(C2=C(O)CC(C)(C)CC2=O)C2C(=O)CC(C)(C)CC2=O)s1 (centres undefined)
    -2	15
74	Cc1ccc(S(=O)(=O)N2CCCC2CNC(=O)C(=O)Nc2ccc(F)cc2F)cc1 (centres undefined)
    0	-6
63	O=C(CSc1nc2c(cnn2-c2ccccc2)c(=O)[nH]1)N1CCOCC1
    1	12
80	Cc1cc(C)n2nc(C(=O)NNC(=O)c3ccc(Cl)cc3)nc2n1
    0	-1
67	CC(C)(C)c1cccc(C2(O)C(=O)c3ccccc3C2=O)c1O
    -15	-4
61	c1ccc(N2CCN(Cc3cnc(N4CCOCC4)s3)CC2)cc1
    -1	2
70	CC1(C)CC(=O)c2sc(NC(=O)C(C)(C)C)nc2C1
    11	21
88	CCC1C(=O)Nc2ccccc2N1C(=O)COc1ccccc1 (centres undefined)
    -19	10
75	Oc1ccc(C[C@H]2CNCCN2CC2CCCCC2)cc1
    12	1
76	Cc1cc(Nc2ccc(C)c(C)c2)n2ncnc2n1
    11	-5
85	COc1cc(/C=C/c2ccccc2)cc(OC)c1
    -1	8

Other compounds
Values run as follows: H9c2 TAG inh	H9c2 TAG inh DAPI viability
91	Cc1c(C(=O)Nc2ccc(N3CCOCC3)cc2)cccc1[N+](=O)[O-]
    -7	6
92	COc1ccc(NC(=O)C(NC(=O)c2ccc(C)cc2)c2ccccc2)cc1 (centres undefined)
    -7	4
93	COc1cc(C(=O)NNC(=O)CNC(=O)C2CCCCC2)ccc1OC(C)C
    -7	5
94	COc1ccccc1NS(=O)(=O)c1cccc(C(=O)N/N=C(\C)c2cccnc2)c1
    3	-9
95	COc1ccccc1C(c1c(O)nc(SC)[nH]c1=O)c1c(O)nc(SC)[nH]c1=O
    13	0
96	CCC(NC(=O)c1ccccc1NC(=O)c1ccc(OC)cc1)C(=O)N1CCCC1 (centres undefined)
    6	-6
97	O=C1C=C(c2cc(Cl)cc(Cl)c2)C[C@@H](c2ccc3c(c2)OCO3)C1
    -17	-3
98	COc1cccc(N2CCN(C(=O)c3ccc4nc(N5CCCCC5)sc4c3)CC2)c1
    5	-6
99	CC1(C)CC(=O)c2cnc(NC(=O)CCc3ccccc3)nc2C1
    7	-8
100	CC(C)CC(NC(=O)C1CCC(C)CC1)C(=O)Nc1ccc2c(c1)OCCO2 (centres undefined)
    -7	-10
101	CC(C)Cc1cc(C(=O)Nc2cccc(O)c2)no1
    -5	-4
102	NC(=O)CSc1cn(Cc2ccccc2)c2ccccc12
    -7	12
103	CCn1c(SCC(N)=O)nnc1-c1ccco1
    13	-2
104	COC(=O)c1cccc(N2C(=O)C(Cl)=C(N3CCOCC3)C2=O)c1
    0	11
105	O=C(CN1C(=O)NC2(CCOc3ccccc32)C1=O)NCc1ccc(F)cc1 (centres undefined)
    4	-1

Not all compounds are listed; the hit share may differ from the screen's.
